# MEP2 TOR yeast: modulators of MEP2-GFP levels in yeast, primary screen, S. cerevisiae, multiplex flow cytometry, MLPCN library; S. cerevisiae MEP2-GFP strain, 3 h; 100% = DMSO control level; GFP response vs DMSO, % at 10 µM; 330,000 tested, 0.51% active;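 active = GFP response versus DMSO above a set limit, roughly screen mean plus 3 SD, cut at about 180% in these data; inconclusive = fewer than 70 cells counted for a yeast strain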;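 note: median GFP fluorescence of the barcode-gated MEP2-GFP cells per well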
# GRK2 aptamer HTS: compounds blocking aptamer binding on GRK2 – biochemical, human GRK2, bead flow cytometry, HTS, primary screen; Beta-adrenergic receptor kinase 1 (Homo sapiens), P25098; FAM-aptamer displacement from GRK2; inhibition of aptamer binding, % at 10 µM; 330,000 tested, 0.59% active; AID 488847, 2010;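 active = inhibition of aptamer binding above 40%, roughly 3 SD of noise, on plates passing a quality check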;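 note: median bead fluorescence of bound FAM aptamer so fluorescent compounds give negative values; no value below 0 was filed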
# RPL19A-GFP yeast: RPL19A-GFP expression modulators in yeast, primary screen, cell-based, S. cerevisiae, multiplex flow cytometry, MLPCN; S. cerevisiae RPL19A-GFP strain, 3 h; active compounds read low; percent response vs DMSO, % at 10 µM; 330,000 tested, 0.3% active; AID 2025, 2009;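 active = percent response vs DMSO below 50%; inconclusive = fewer than 70 events counted for the yeast strain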;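 note: median channel GFP fluorescence of the barcoded RPL19A-GFP strain; ratio of sample median GFP to plate DMSO average so 100% = DMSO; lower means less RPL19A-GFP as with rapamycin TOR inhibition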
# VLA-4 inh: inhibition in human VLA-4 binding assay, primary screen, VLA-4 allosteric modulator project, MLPCN library, flow cytometry, VLA-4 expressing cells. 330,000 tested, 0.2% active. inhibition, % (about 7 µM as worked out from the volumes in the protocol). ligand binding flow cytometry; in the data active = inhibition above about 50%
# CIT2 TOR yeast: modulators of CIT2-GFP expression in yeast, primary screen, S. cerevisiae, GFP fusion, multiplex flow cytometry, MLPCN library; S. cerevisiae CIT2-GFP strain, 3 h; 100 means same as DMSO wells; GFP response vs DMSO, % at 10 µM; 320,000 tested, 0.065% active;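 active = GFP response relative to DMSO above a set limit, near the screen mean plus 3 SD, cut at about 150% in these data; inconclusive = Fewer than 70 cells measured for a yeast strain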;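 note: ratio of well median GFP fluorescence to mean of DMSO wells on the plate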
# GASC-1 inh: inhibitors of GASC-1 histone demethylase, primary screen, biochemical, fluorescence, DELFIA europium | Lysine-specific demethylase 4C (Homo sapiens), Q9H3R0 | GST-JMJD2C(1-420) H3K9me3 demethylation | inhibition, % at 2.35 µM | 330,000 tested, 0.069% active;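 active = more than half of a compound's replicate wells show inhibition beyond 50%, single wells judged on their own value; inconclusive = some, but no more than half, of replicates pass 50% inhibition; inactive = no replicate passes 50% inhibition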;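 note: signal counts dimethyl H3K9 product captured on neutravidin plate; 0% = median of DMSO wells and 100% = 0.3 times that DMSO median; strong numbers were not always called active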
# Target sequence (Q9H3R0 1-420 limits assumed): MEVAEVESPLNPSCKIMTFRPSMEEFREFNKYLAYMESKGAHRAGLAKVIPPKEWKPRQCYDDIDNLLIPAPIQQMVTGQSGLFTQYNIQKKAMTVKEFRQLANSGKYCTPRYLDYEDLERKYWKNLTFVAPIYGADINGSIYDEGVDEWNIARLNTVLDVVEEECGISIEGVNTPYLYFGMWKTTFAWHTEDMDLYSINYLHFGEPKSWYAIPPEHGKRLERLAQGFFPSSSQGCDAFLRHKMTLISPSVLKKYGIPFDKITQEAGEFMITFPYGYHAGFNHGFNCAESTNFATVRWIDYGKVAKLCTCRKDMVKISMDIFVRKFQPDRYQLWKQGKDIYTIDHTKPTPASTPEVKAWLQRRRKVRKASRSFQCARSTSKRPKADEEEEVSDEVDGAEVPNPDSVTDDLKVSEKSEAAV
# AGP1-GFP MLPCN: modulators of AGP1-GFP expression in yeast TOR pathway, primary screen, cell-based, multiplex flow cytometry, S. cerevisiae, MLPCN library; 3 h; GFP as percent of DMSO wells; GFP response vs DMSO, % at 10 µM; 320,000 tested, 0.02% active; AID 2066, 2009;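 active = GFP response relative to DMSO above a set limit, near screen average plus 3 SD, cut at about 150% in these data; inconclusive = fewer than 70 cells counted for the yeast strain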;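 note: median GFP channel fluorescence of the gated AGP1 strain per well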
# LAP4 TOR yeast: modulators of LAP4-GFP expression in yeast, primary screen, S. cerevisiae, multiplex flow cytometry, MLPCN library; 3 h; median GFP as percent of DMSO wells; GFP response vs DMSO, % at 10 µM; 320,000 tested, 0.34% active; AID 2023, 2009;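 active = GFP response vs DMSO above a set limit, about the screen mean plus 3 SD, cut at about 150% in these data; inconclusive = under 70 cell events counted for the yeast strain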
# Starred values were filed as active, the others as inactive; ? = inconclusive; / = no result given; [ ] = another dose, or the depositor's remark. Rows are unselected. Share with any hit: about 1.7%.
SMILES,MEP2 TOR yeast,GRK2 aptamer HTS,RPL19A-GFP yeast,VLA-4 inh,CIT2 TOR yeast,GASC-1 inh,AGP1-GFP MLPCN,LAP4 TOR yeast
CN(C)CCCN(Cc1cc2cc3c(cc2[nH]c1=O)OCO3)C(=S)Nc1cccc(Cl)c1,102,0,92,-1,99,-12,102,99
Cc1c(OCC(F)(F)F)ccnc1CSc1nc2ccccc2[nH]1,97,1,98,1,93,6,91,99
OCC[C@@H]1C[C@H](O)[C@@H](O)[C@@]2(Cc3ccccc3CO2)O1,100,0,99,-2,94,-17,97,95
Cc1ccc(C(=O)N2CC(=O)Nc3ccc(F)cc3C2c2ccccc2)cc1[N+](=O)[O-] (stereo not drawn),95,0,98,9,92,136,91,82
CCc1ccc(-c2cc(C)no2)cc1S(=O)(=O)N1CCN(c2ccc(F)cc2)CC1,99,3,99,7,94,23,94,95
COc1ccc(CC(=O)Nc2ccc(-c3cn4ccccc4n3)cc2)cc1,101,0,97,10,97,-7,94,101
O=C(CCCc1ccccc1)Nc1nncs1,88,0,83,3,91,5,/,101
NCCCCCC(=O)N/N=C/c1ccc2nccnc2c1,673*[may fluoresce violet],0,48*[may fluoresce violet],-21,?,-7,?,96[may fluoresce violet]
COc1ccc(NC(=O)COC(=O)CC2CCCCC2)cc1,110,12,108,41,102,-12,104,106
Cc1cc(-c2nnc(SCC(=O)N3C(C)CCCC3C)o2)no1 (stereo not drawn),97,0,93,-7,99,9,99,94
Cc1noc(NS(=O)(=O)c2ccc(N/C=C\C(=O)c3cccc4ccccc34)cc2)c1C,101,4,97,5,88,-9,97,104
Cc1ccc(S(=O)(=O)N2CCC(C(=O)OC(C)C(=O)N(C)c3ccccc3)CC2)cc1C (stereo not drawn),92,0,96,-1,90,9,101,101
COc1ccc(N(CC(=O)NCCC2=CCCCC2)S(=O)(=O)c2ccccc2)cc1,104,0,101,5,94,3,104,91
COc1ccccc1NC(CC(=O)c1ccccc1)C(=O)OCC(=O)c1ccc(C)c(C)c1 (stereo not drawn),98,0,97,9,103,2,98,92
Cc1cc(C)cc(N=c2c([N+](=O)[O-])nn(-c3cccc(Cl)c3)n2O)c1,106,0,103,1,101,-1,97,109
CCCc1nc2ccc(NC(=O)c3ccco3)cc2c(=O)n1Cc1ccccc1Cl,100,0,103,1,99,6,99,100
O=C(NNC1=NS(=O)(=O)c2ccccc21)C1CC(=O)N(c2ccccc2)C1 (stereo not drawn),101,1,105,1,102,-3,103,100
COc1ccc(CNC(=O)COC(=O)c2ccc(Br)cc2)cc1,102,0,106,-10,106,4,96,106
COc1cccc(C2C(=O)N(C3CCCCC3)CC(=O)N2Cc2ccc(F)cc2)c1 (stereo not drawn),94,0,/,3,98,-9,89,93
Cc1ccc(N=C2CCCCCN2C)c(C#N)c1,99,2,101,0,103,-3,104,108
CC(C)c1ccc2[nH]c3c(c2c1)[C@@H]1CCN2C(=O)CCC[C@H](C3)[C@H]12,98,0,96,16,96,5,99,92
COc1ccc(NC(=O)C2CC(=O)N(Cc3ccc(C)cc3)C2)cc1S(=O)(=O)N1CCCCC1 (stereo not drawn),108,3,105,6,110,4,101,91
Cc1ccc(C(=O)C2CCOC(C)(C)C2)cc1 (stereo not drawn),105,2,107,-1,104,5,101,90
O=C(COC(=O)c1cccc(Br)c1)NCC1CCCO1 (stereo not drawn),97,0,95,13,98,1,98,99
CCOc1ccccc1NC(=O)N1CCC(n2nnc3cc(C)ccc32)CC1,102,0,97,-2,100,140,104,106

# Following part.
SMILES,MEP2 TOR yeast,GRK2 aptamer HTS,RPL19A-GFP yeast,VLA-4 inh,CIT2 TOR yeast,GASC-1 inh,AGP1-GFP MLPCN,LAP4 TOR yeast
CC1CCC(NC(=O)C2CC(O)CN2S(=O)(=O)c2ccc([N+](=O)[O-])cc2)CC1 (stereo not drawn),98,2,102,5,105,-1,112,103
O=C(/C=C/c1ccccc1)NNC(=O)c1cccc(Cl)c1,99,1,101,0,96,10,100,107
O=C(NCc1ccccc1Cl)c1ccncc1,102,1,101,7,94,-7,93,89
O=C(CSc1nc2ccccc2c(=O)[nH]1)Nc1ccc(Br)cc1,94,0,95,-8,106,5,96,76
CC(=O)N1CCc2cc(S(=O)(=O)N3CC(C)CC(C)C3)ccc21 (stereo not drawn),94,1,95,-5,88,-3,92,81
COc1ccc(C(C)C)cc1S(=O)(=O)N1CCN(c2ccccc2)CC1,84,0,95,-13,77,-3,85,91
CC(=O)N1CCCc2cc(S(=O)(=O)N3CCCC(C(=O)NCc4ccc(Cl)cc4)C3)ccc21 (stereo not drawn),108,1,99,-4,102,-4,98,92
CCN1CCN(CCCNC(=O)C(=O)c2c(C)[nH]c3ccccc23)CC1,95,0,90,2,95,47,106,108
CCc1nnc(NS(=O)(=O)c2ccc(N=CC3=C(O)CC(C)(C)CC3=O)cc2)s1,105,0,106,7,98,-1,102,97
CCOC(=O)C[C@H]1c2cc(F)ccc2S(=O)(=O)N1C(C)C,99,0,103,12,101,-3,89,118
CN(C)c1nc(C(=O)NN)nc(N(C)C)n1,93,0,94,6,98,-4,87,87
O=[N+]([O-])c1ccc(N2CCN(S(=O)(=O)c3ccc(Cl)c(Cl)c3)CC2)cc1NCCN1CCOCC1,102,1,102,-9,95,-2,101,100
O=C(CSc1nc2ccccc2c(=O)n1-c1ccc(F)cc1)NC1CC1,96,0,97,5,99,1,103,98
OCC1(Cc2ccccc2C(F)(F)F)CCN(Cc2cccc3cnccc23)CC1,98,0,103,5,97,7,104,102
COc1ccc(Nc2nc(C)cc(C)c2C#N)cc1,101,1,98,1,93,-1,95,106
CC(=O)Nc1ccc(NC(=O)C2CCCN(c3ncccn3)C2)cc1 (stereo not drawn),101,0,101,9,96,6,102,106
CC(=O)Nc1c(O)nc(SCC(=O)Nc2nnc(SCc3ccccc3)s2)[nH]c1=O,100,10,95,-48,111,6,99,100
COc1cc2c(cc1NC(=O)CSc1cccc[n+]1[O-])oc1ccccc12,101,7,101,0,104,-8,103,98
CCNc1nc(OCC)nc(N2CCC(Cc3ccccc3)CC2)n1,115,0,103,13,101,2,99,103
COc1ccccc1NC(=O)CSc1ccc(-c2ccccn2)nn1,94,0,101,-2,95,-3,77,87
COc1ccc(Cl)cc1N(C(C)=O)c1nc(C)cc(C)c1C#N,106,1,107,3,98,3,98,94
CCOC(=O)c1c(-c2ccccc2Cl)cn2ccccc12,101,0,102,40,110,2,98,103
COc1ccc([N+](=O)[O-])cc1NS(=O)(=O)c1ccc(Cl)c(C(=O)Nc2sc3c(c2C#N)CCCCC3)c1,99,0,99,1,91,-2,102,104
Cc1ccc(C2CC(c3cccc(Br)c3)Nc3nnnn32)cc1 (stereo not drawn),97,0,98,4,101,31,97,90
CCC(C)NS(=O)(=O)c1ccc(S(=O)(=O)N2CCCC3(CCCCC3)C2)cc1 (stereo not drawn),103,0,102,12,112,-6,108,97

# Not a retest: entries from further up.
SMILES,MEP2 TOR yeast,GRK2 aptamer HTS,RPL19A-GFP yeast,VLA-4 inh,CIT2 TOR yeast,GASC-1 inh,AGP1-GFP MLPCN,LAP4 TOR yeast
CC(=O)N1CCCc2cc(S(=O)(=O)N3CCCC(C(=O)NCc4ccc(Cl)cc4)C3)ccc21 (stereo not drawn),108,1,99,-4,102,-4,98,92
CCN1CCN(CCCNC(=O)C(=O)c2c(C)[nH]c3ccccc23)CC1,95,0,90,2,95,47,106,108
CCc1nnc(NS(=O)(=O)c2ccc(N=CC3=C(O)CC(C)(C)CC3=O)cc2)s1,105,0,106,7,98,-1,102,97

# The main list resumes with the 6 entries that preceded the break.
SMILES,MEP2 TOR yeast,GRK2 aptamer HTS,RPL19A-GFP yeast,VLA-4 inh,CIT2 TOR yeast,GASC-1 inh,AGP1-GFP MLPCN,LAP4 TOR yeast
COc1ccccc1NC(=O)CSc1ccc(-c2ccccn2)nn1,94,0,101,-2,95,-3,77,87
COc1ccc(Cl)cc1N(C(C)=O)c1nc(C)cc(C)c1C#N,106,1,107,3,98,3,98,94
CCOC(=O)c1c(-c2ccccc2Cl)cn2ccccc12,101,0,102,40,110,2,98,103
COc1ccc([N+](=O)[O-])cc1NS(=O)(=O)c1ccc(Cl)c(C(=O)Nc2sc3c(c2C#N)CCCCC3)c1,99,0,99,1,91,-2,102,104
Cc1ccc(C2CC(c3cccc(Br)c3)Nc3nnnn32)cc1 (stereo not drawn),97,0,98,4,101,31,97,90
CCC(C)NS(=O)(=O)c1ccc(S(=O)(=O)N2CCCC3(CCCCC3)C2)cc1 (stereo not drawn),103,0,102,12,112,-6,108,97
O=C(NC1CC1)c1cc2c(s1)-c1ccccc1OC2,95,3,93,-4,98,10,93,120
CCn1cc(C(=O)N2CCN(c3ccccc3F)CC2)c(=O)c2ccc(C)nc21,103,0,97,26,100,8,101,89
O=[N+]([O-])c1cc(/C=N\O)ccc1Oc1ccc(F)cc1,105,0,98,-2,98,13,92,95
CCc1ccc(-n2c(=O)c3ccccc3n(CC(=O)C(C)(C)C)c2=O)cc1,116,0,91,-1,91,14,98,110
CC1CCCCC12NC(=O)N(CC(=O)NCc1ccco1)C2=O (stereo not drawn),99,5,95,-2,93,-1,93,99
Cc1cc(O)c(C(=O)/C=C/c2ccccc2O)c(=O)o1,91,2,97,23,79,-1,89,113
O=C(COC(=O)CCc1ccccc1)NCc1ccc2c(c1)OCO2,99,9,106,4,113,-1,103,96
O=C(O)c1ccc(-c2nc(-c3ccccc3)cs2)cc1,106,2,103,6,95,-3,83,124
O=C(c1ccc(Cl)c([N+](=O)[O-])c1)N1CCN(S(=O)(=O)c2ccc(Cl)cc2)CC1,101,6,96,-5,95,5,102,103
COc1ccccc1-c1noc(-c2ccco2)n1,106,0,100,0,102,4,105,95
CCOc1ccccc1OCC(=O)OCC(=O)Nc1ncc(Cl)cc1Cl,87,0,93,0,95,1,86,94
O=C(O)CCC(=O)Nc1ccc(OCC(=O)O)cc1,104,0,101,20,101,-4,106,99
CSc1ccc(C(=O)C2CCCN(C(=O)CN3CCOC3=O)C2)cc1 (stereo not drawn),97,1,108,5,108,5,96,70
Cc1ccc(CNC(=O)Nc2ccc(C)cc2)cc1,104,4,107,18,100,3,98,98
CN(C)CCN1CC(C(=O)O)CC1=O (stereo not drawn),102,0,102,-1,102,2,102,102
NS(=O)(=O)c1ccc(CCNC2CC(=O)N(CCc3ccccc3)C2=O)cc1 (stereo not drawn),99,0,102,16,99,-2,105,95
Cc1ccccc1Nc1c(-c2ccc(N3CCOCC3)cc2)nc2cnccn12,100,1,91,/,90,0,97,104
COc1ccc2[nH]cc(CCNC(=O)CS(=O)(=O)Cc3ccccc3)c2c1,99,2,95,3,105,-6,100,99
COc1ccc(NC(=O)CN(Cc2ccco2)Cc2ccco2)cc1S(=O)(=O)N1CCCCC1,94,1,91,18,89,15,99,91
